RMI-FANCM inh – disruptors of RMI1/RMI2 association with MM2 peptide – biochemical, fluorescence polarization, human, primary screen; RMI core complex (RMI1/RMI2) binding to FANCM MM2 peptide, human; RMI core complex with F-MM2 peptide; active compounds read low; FP signal (polarization) at 33 µM; 70,000 tested, 0.58% active; AID 1159607, 2016; in the data active = FP signal below about 40; also: inactives centre near 61; strong numbers were not always called active; unit not given here
The depositor's hits bear a star; & = joins results of further samples. These rows are one share of the data, so the mix of outcomes need not match the whole.

SMILES | RMI-FANCM inh
Cc1cc(NC(=O)C(=O)NCC(c2cccn2C)N2CCCC2)no1 (centres undefined) | 63
CCOc1ccc(-c2cc3c(SCC(=O)OC(C)C)nccn3n2)cc1Cl | 86
COc1ccc(CCNC(=O)c2cn(-c3ccc(C)c(C)c3)nn2)cc1OC | 45
CCOc1ccccc1C(=O)Nc1ccccc1Cl | 62
O=C(c1ccncc1)N1CCN(c2nnnn2-c2ccccc2)CC1 | 74
COc1ccc(C(=O)N2CCN(c3ccc(-c4ccc5c(c4)OCO5)nn3)CC2)cc1OC | 67
COc1ccc(CN(Cc2cccn2C)S(=O)(=O)c2cccc(C(F)(F)F)c2)cc1 | 54
CNS(=O)(=O)c1ccc2c(c1)C(=NO)c1cc(S(=O)(=O)NC)ccc1-2 | 60
CCCCN(C)S(=O)(=O)c1ccc(C(=O)Nc2nnc(-c3ccc(OC)c(OC)c3)o2)cc1 | 68
CCc1c(C)nc(-n2nc(C)cc2NC(=O)COc2ccccc2F)[nH]c1=O | 55
Cc1cc(NC(=O)c2ocnc2C)ccc1Br | 58
CN(C)CCN(C(=O)CCOc1ccccc1)c1nc2cc3c(cc2s1)OCO3 | 76
Cc1cc(=O)n2c(-c3ccc(NC(=O)Nc4ccc(C)c(F)c4)cc3)csc2n1 | 81
C=CCN1C(=O)C(C)(C)COc2ccc(NS(=O)(=O)Cc3ccccc3F)cc21 | 64
Cc1cc(C)c2nc(N(CCN(C)C)C(=O)/C=C/c3cccs3)sc2c1 | 92
COc1ccc(C(=O)N2CCN(c3ccc(-c4cccnc4)nn3)CC2)c(OC)c1 | 69
CCc1ccc(-c2cc3c(=O)n(Cc4nc(-c5ccc(Cl)cc5)oc4C)ccn3n2)cc1 | 76
CCOC(=O)C1=C(O)C(=O)N(Cc2ccco2)C1 | 54
Cc1cccc(-c2noc(CN3C(=O)COc4ccccc43)n2)c1 | 67
NC(=O)c1ccccc1 | 57
COc1ccc(-c2nnc3ccc(OCCNC(=O)c4ccco4)nn23)cc1OC | 69
COc1ccccc1NC(=O)NCCn1nc(-c2ccc(C)cc2)ccc1=O | 69
O=C(COc1ccc(F)cc1F)NCCOc1cccc(C(F)(F)F)c1 | 62
O=C(NC(=O)c1ccc(Oc2ccc(Cl)cc2)c([N+](=O)[O-])c1)NN1CCOCC1 | 53
N#CC(=C(\N)Sc1ccccc1N)/C(C#N)=C(/N)Sc1ccccc1N | 56
SMILES | RMI-FANCM inh
COCc1cc(=O)[nH]c(SCCS(=O)(=O)c2ccc(C)cc2)n1 | 53
CCSc1nc(C)c(C)c(=O)[nH]1 | 49
O=C1c2ccccc2C(=O)N1CNc1ccc(N2CCOCC2)cc1 | 50
Cc1nnc(SCC(=O)N(C(C)C)C(C)C)c2c1cnn2-c1ccc(F)cc1 | 59
COCCCNC(=O)C(=O)NCC1CCCN1S(=O)(=O)c1ccc(OC)cc1 (centres undefined) | 62
CCc1nnc(NC(=O)CSc2ccc(-c3cccs3)nn2)s1 | 57
COc1ccccc1Nc1nc(-c2ccccc2)c(C)s1 | 58
Cn1cc(OCc2ccc(F)cc2)c(=O)cc1C(=O)N1CCN(C(=O)c2ccco2)CC1 | 61
CN1CCN(S(=O)(=O)Cc2ccc(Cl)cc2)CC1 | 55
O=c1cc(N2CCc3ccccc32)[nH]c(=O)n1-c1ccc(Cl)cc1 | 56
O=C(CSc1ccc(NC(=O)c2ccccc2)nn1)Nc1ccc2c(c1)OCO2 | 126
CC(C)c1nnc(SCC(N)=O)c2c1cnn2-c1ccc(F)cc1 | 62
COc1ccc(NC(=O)C(=O)c2cn(CC(=O)N3CCCCCC3)c3ccccc23)cc1OC | 59
CN(c1ccc(F)cc1)S(=O)(=O)c1ccsc1-c1nc(-c2ccccc2)no1 | 60
CC(C)(C)c1ccc(S(=O)(=O)NCc2ccc(C(=O)Nc3ccc4c(c3)OCO4)cc2)cc1 | 79
N#CC(C(=O)c1ccco1)c1nc2ccccc2[nH]1 (centres undefined) | 62
Oc1ccc2ccccc2c1CN1CCN(c2ccccc2F)CC1 | 72
CC(C)Cc1ccc(C(C)C(N)=O)cc1 (centres undefined) | 56
COc1ccc2nc(NCc3cccnc3)sc2c1 | 66
COc1cc([N+](=O)[O-])ccc1NC(=O)CCSc1ccc(F)cc1 | 54
Cc1nc(-c2cccnc2)sc1-c1ccc(SCC(=O)Nc2ccc(F)c(F)c2)nn1 | 94
CCS(=O)(=O)c1ccc(C(=O)Nc2nc(-c3ccccc3)c(C(=O)c3ccccc3)s2)cc1 | 65
CCOC(=O)N1CCC(NS(=O)(=O)c2ccc(C)cc2)CC1 | 56
COC(=O)c1ccc(NC(=O)CSc2ccc(NC(=O)c3ccccc3F)nn2)cc1 | 128
OCCN1CCN(CC(O)COCC23CC4CC(CC(C4)C2)C3)CC1 (centres undefined) | 70

Gathered by group: the compounds so far containing a nitro group on carbon
SMILES | RMI-FANCM inh
O=C(NC(=O)c1ccc(Oc2ccc(Cl)cc2)c([N+](=O)[O-])c1)NN1CCOCC1 | 53
COc1cc([N+](=O)[O-])ccc1NC(=O)CCSc1ccc(F)cc1 | 54

3 compounds from above, arranged by heavy-atom count, rising.
SMILES | RMI-FANCM inh
N#CC(C(=O)c1ccco1)c1nc2ccccc2[nH]1 (centres undefined) | 62
Oc1ccc2ccccc2c1CN1CCN(c2ccccc2F)CC1 | 72
COc1ccc(CN(Cc2cccn2C)S(=O)(=O)c2cccc(C(F)(F)F)c2)cc1 | 54

Continuation:
SMILES | RMI-FANCM inh
COc1ccc(Cl)c2sc(NCc3ccccn3)nc12 | 69
CCOc1ccc(N2CC(C(=O)NCc3nnnn3C3CCCCC3)CC2=O)cc1 (centres undefined) | 55
COc1cc(OC)c(OC)cc1/C=N\NC(=O)c1cc(-c2ccco2)[nH]n1 | 53
COc1ccc(N2CCCS2(=O)=O)cc1NC(=O)c1c(F)cccc1Cl | 66
O=[N+]([O-])c1ccc(Cl)c(S(=O)O)c1 | 60
O=C(CSc1nnc2ccc(-c3ccc(Br)cc3)nn12)c1cccs1 | 77
CC(C)(C)OC(=O)N[C@@H](Cc1ccccc1)C(=O)NNC(=S)NCC1CC1 | 55
CCOc1ccc(-c2cc(=O)n(CC(=O)NCc3ccncc3)cn2)cc1 | 68
COC(=O)c1cc(OC)c(OC)cc1NC(=O)/C=C/c1ccco1 | 60
Cc1nn(CCS(=O)(=O)c2ccc(Cl)cc2)c(C)c1Br | 58
C=CCN1C(=O)C(C)(C)COc2cc(NC(=O)c3ccc(Br)o3)ccc21 | 76
COc1cc2ncnc(NNC(=O)c3cccs3)c2cc1OC | 61
COc1ccc2ccccc2c1C1C=C(c2ccccc2)NC(=S)N1 (centres undefined) | 62
CCOc1ccc(NC(=O)/C=C/c2ccccc2)c([N+](=O)[O-])c1 | 72
CCCCOc1ccc(C(=O)NCc2ccsc2)cc1 | 68
CSc1nc(O)cc(=O)[nH]1 | 55
CCc1cc(=O)[nH]c(-n2nc(C)cc2NC(=O)C2CC2)n1 | 54
CN1CCN(CCC=C2c3ccccc3Sc3ccc(S(=O)(=O)N(C)C)cc32)CC1 | 75
O=S(=O)(Cc1cccc(Cl)c1)NCC(c1ccsc1)N1CCOCC1 (centres undefined) | 66
O=C(NC(=O)c1ccccc1)Nc1ccccn1 | 67
CC(=O)Nc1ccc(NC(=O)C(=O)NCC(c2ccc3c(c2)CCCN3C)N2CCCCC2)cc1 (centres undefined) | 57&71
O=[N+]([O-])c1ccccc1S(=O)(=O)N1CCc2ccccc21 | 65
COc1ccc2oc(-c3csc(NC(=O)c4ccc5c(c4)OCCO5)n3)cc2c1 | 73
CCOC(=O)c1c(NC(=O)c2cc(OC)c(OC)c(OC)c2)sc(C)c1-c1ccc(Cl)cc1 | 71
NS(=O)(=O)c1ccc(CCNC(=O)C(=O)Nc2cc3c4c(c2)CC(=O)N4CCC3)cc1 | 53
SMILES | RMI-FANCM inh
O=C(CCc1ccccc1)NCCN1CCN(c2ccccc2F)CC1 | 64
Cc1ccccc1-n1c(-c2ccccc2)c[nH]c1=S | 59
O=C(CCC(=O)N1CCCC1)Nc1ccc(F)cc1 | 53
O=S(=O)(Nc1ccc(-n2cccc2)cc1)c1ccc(Cl)c(Cl)c1 | 48
O=c1c2c(-c3ccc([N+](=O)[O-])cc3)onc2n(-c2ccccc2)c(=O)n1-c1ccccc1 | 56
CC1CCC(C2OC3CC4C5CCC6CC(O)CCC6(C)C5=CCC4(C)C3C2C)OC1 (centres undefined) | 55
Cc1ccccc1-c1ccc(N2CCN(S(=O)(=O)c3ccc(Cl)s3)CC2)nn1 | 81
CCCCOc1ccc(S(=O)(=O)NCCn2ncccc2=O)cc1 | 64
O=S(=O)(Nc1ccc(F)c(F)c1)c1ccc(Br)cc1 | 62
COc1ccc(CCNC(=O)c2csc(Nc3ccccc3)n2)cc1OC | 65
CCN(CC)C(=O)CSc1nc(-c2ccccc2)nc2c1Cc1c(ccc3ccccc13)O2 | 58
Cc1cc(-c2nnc(NC(=O)CCCSc3ccc(Cl)cc3)o2)nn1C | 68
O=C(NCCn1ncc2c(N3CCN(c4ccc(F)cc4)CC3)ncnc21)c1cc2ccccc2o1 | 70
COc1cc(C(C)=O)ccc1OCC(=O)NCCOc1ccc2c(c1)OCO2 | 60
Cc1nn(C)c(C)c1Cc1c(F)cccc1Cl | 61
Cc1cc(C)c(NC(=O)CSc2nc3c(sc(=S)n3-c3ccccc3C)c(=O)[nH]2)c(C)c1 | 60
Cn1c(=O)c2c(nc(CN3CCN(c4ccccc4F)CC3)n2CC(=O)C(C)(C)C)n(C)c1=O | 66
Cc1occc1-c1nc2s/c(=C\c3ccc(-c4cccc(C(F)(F)F)c4)o3)c(=O)n2n1 | 16*
Clc1ccc2nc(N3CCCCC3)cc(-c3ccccc3)c2c1 | 61
COc1cccc(C=Nc2ccccc2C(=O)Nc2ccc(F)cc2)c1O | 54
O=C(Nc1ccc(SCC(=O)N2CCOCC2)nn1)c1ccccc1F | 65
O=C(COc1ccccc1)Nc1ccc(OC(F)F)cc1 | 62
Cc1nc(C(=O)NCc2cc(F)cc3c2OCOC3)sc1-c1ccc2c(c1)CCO2 | 58
N#CCCn1cc(/C=C(/C#N)C(N)=S)c(-c2ccccc2)n1 | 57
COC(=O)c1ccccc1NC(=O)C1CCN(c2ccc(-c3ccccc3OC)nn2)CC1 | 65
SMILES | RMI-FANCM inh
Cc1ccc(S(=O)(=O)N=C(NN(C)C)c2ccccc2)cc1 | 59
Cc1cc(SCC(=O)Nc2ccccc2F)nc2ccc(F)cc12 | 147
O=[N+]([O-])c1cccc(-c2nn[nH]n2)c1 | 53
Cc1ccc(-c2ccc(S(=O)(=O)N3CCCCC3C)cc2)cc1 (centres undefined) | 61
CN(C)c1ccc(C(CN)N2CCc3ccccc32)cc1 (centres undefined) | 78
COc1ccc(OC)c(C(=O)Nc2nnc(Cc3cccs3)o2)c1 | 71
O=C(COc1ccccc1F)NCC(c1ccsc1)N1CCc2ccccc2C1 (centres undefined) | 64
COC(=O)c1sccc1S(=O)(=O)Nc1ccc(-c2cn3c(n2)SCC3)cc1 | 54
CCCCn1c(CNC(=O)C23CC4CC(CC(C4)C2)C3)nnc1SCc1ccc(C(F)(F)F)cc1 | 57
CC1(C)C2CCC1(C)C(OCC(O)CN(CCO)Cc1ccccc1)C2 (centres undefined) | 65
Cc1cccc(CC2SC(N3CCN(c4ccccc4)CC3)=NC2=O)c1 (centres undefined) | 59
COCCC(=O)c1c(N)n(C)c(=O)n(C)c1=O | 71
N/C(=N/OC(=O)c1cnc2n(c1=O)CCS2)c1ccc(C(F)(F)F)cc1 | 59
CCOc1cc(C2NC(=O)NC(O)(C(F)(F)F)C2C(=O)c2cccs2)ccc1O (centres undefined) | 59
CCCNC(=O)CSc1ccc(NC(=O)c2ccccc2)nn1 | 66
COc1ccc(NC(=O)Cn2nc3ccc(SC4CCCCC4)nn3c2=O)c(OC)c1 | 63
O=C(CCCSc1ccc(F)cc1)Nc1nccs1 | 57
CN(C)NC(=O)Nc1cc(C(C)(C)C)n(-c2c(Cl)cc(Cl)cc2Cl)n1 | 54
O=C(NCc1cccs1)c1ccc(OCc2ccc3ccccc3n2)cc1 | 63
O=C(COc1ccccc1)Nc1nc(-c2ccc(I)cc2)cs1 | 97
O=C(NCc1nnnn1C1CCCCC1)c1cc2ccccc2o1 | 56
COC(=O)c1cc(S(=O)(=O)NCc2ccc(S(N)(=O)=O)cc2)oc1C | 62
CCOC(=O)c1c(NC(=O)c2cccc([N+](=O)[O-])c2)sc(C)c1C | 74
CCOC(=O)c1noc(C)c1-c1csc(N/N=C\c2ccccc2)n1 | 73
C/C(=N/NC(=O)c1ccncc1)C1CCC(c2ccccc2)CC1 (centres undefined) | 54

Rewritten as a markdown table: part of the list above.
| compound | RMI-FANCM inh |
| --- | --- |
| COc1ccc2oc(-c3csc(NC(=O)c4ccc5c(c4)OCCO5)n3)cc2c1 | 73 |
| Cc1nn(CCS(=O)(=O)c2ccc(Cl)cc2)c(C)c1Br | 58 |
| O=C(CCc1ccccc1)NCCN1CCN(c2ccccc2F)CC1 | 64 |
| CCCCn1c(CNC(=O)C23CC4CC(CC(C4)C2)C3)nnc1SCc1ccc(C(F)(F)F)cc1 | 57 |
| COc1ccc(CCNC(=O)c2csc(Nc3ccccc3)n2)cc1OC | 65 |
| O=C(COc1ccccc1F)NCC(c1ccsc1)N1CCc2ccccc2C1 (centres undefined) | 64 |
| CC(C)(C)c1ccc(S(=O)(=O)NCc2ccc(C(=O)Nc3ccc4c(c3)OCO4)cc2)cc1 | 79 |

The listing continues:
SMILES | RMI-FANCM inh
O=C(O)c1sccc1S(=O)(=O)N1CCN(c2ncc(C(F)(F)F)cc2Cl)CC1 | 56
Cn1cccc1C(CNC(=O)C1CCCC1)N1CCCC1 (centres undefined) | 62
CCCCCCOc1ccc(OC(=O)c2ccccc2Cl)cc1 | 50
O=C(CNS(=O)(=O)c1cccc2nsnc12)NNC(=O)c1cccc(C(F)(F)F)c1 | 50
Cc1cc2c(c(=O)[nH]1)C(c1ccncc1)C(C#N)=C(N)O2 (centres undefined) | 56
Cn1nc2c(c1NC(=O)c1cccs1)CCC2 | 61
CCOC(=O)N1CCN(S(=O)(=O)c2ccc(C(=O)NNc3nc4cc(C)cc(C)c4s3)cc2)CC1 | 59
